Screens from PubChem BioAssay.
ARFGAP1 inh = rat ARFGAP1 inhibition; inhibition, % at 16.5 µM; 0.26% of 360,000 active; Q62848; Arfgap1-stimulated ARF1 GTP hydrolysis, GDP FP detection;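 active = inhibition above a per-plate limit, mean inhibition of low control wells plus 3 SD, cut at about 25% in these data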;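 note: 0% = DMSO wells with enzyme and 100% = wells lacking Arfgap1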
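Material: rat Arfgap1 catalytic domain, aa 1-136; also added: human ARF1(Δ1-17)-GTP substrate; compound dosing: one concentration, 16.5 µM, DMSO 1.26%; incubation: GTP hydrolysis reaction 2 h at 25 °C; measured by: Tracer-displacement fluorescence polarization with EDTA stop, 620/688 nm; evaluation: % inhibition from polarization; repeats: one replicate per compound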
NR1D1 modulator = modulators of human Rev-erb alpha DNA binding; P20393; Rev-erbα–FITC-DNA binding, fluorescence polarization, 90 min; activity, % at 10 µM; 0.79% of 370,000 active;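 active = activity above about 14%, limit read from the data; passing the limit was not always enough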;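 note: 0% = DMSO wells with 35 nM protein and 100% = DMSO wells with 750 nM protein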
PLCg1 inh = inhibitors of human phospholipase C gamma1. 0.84% of 370,000 active. P19174. purified PLC-gamma1, fluorogenic substrate, fluorescence. inhibition, % at 12.2 µM; in the data active = inhibition above about 9.5%
Target sequence (P19174 whole entry, looked up): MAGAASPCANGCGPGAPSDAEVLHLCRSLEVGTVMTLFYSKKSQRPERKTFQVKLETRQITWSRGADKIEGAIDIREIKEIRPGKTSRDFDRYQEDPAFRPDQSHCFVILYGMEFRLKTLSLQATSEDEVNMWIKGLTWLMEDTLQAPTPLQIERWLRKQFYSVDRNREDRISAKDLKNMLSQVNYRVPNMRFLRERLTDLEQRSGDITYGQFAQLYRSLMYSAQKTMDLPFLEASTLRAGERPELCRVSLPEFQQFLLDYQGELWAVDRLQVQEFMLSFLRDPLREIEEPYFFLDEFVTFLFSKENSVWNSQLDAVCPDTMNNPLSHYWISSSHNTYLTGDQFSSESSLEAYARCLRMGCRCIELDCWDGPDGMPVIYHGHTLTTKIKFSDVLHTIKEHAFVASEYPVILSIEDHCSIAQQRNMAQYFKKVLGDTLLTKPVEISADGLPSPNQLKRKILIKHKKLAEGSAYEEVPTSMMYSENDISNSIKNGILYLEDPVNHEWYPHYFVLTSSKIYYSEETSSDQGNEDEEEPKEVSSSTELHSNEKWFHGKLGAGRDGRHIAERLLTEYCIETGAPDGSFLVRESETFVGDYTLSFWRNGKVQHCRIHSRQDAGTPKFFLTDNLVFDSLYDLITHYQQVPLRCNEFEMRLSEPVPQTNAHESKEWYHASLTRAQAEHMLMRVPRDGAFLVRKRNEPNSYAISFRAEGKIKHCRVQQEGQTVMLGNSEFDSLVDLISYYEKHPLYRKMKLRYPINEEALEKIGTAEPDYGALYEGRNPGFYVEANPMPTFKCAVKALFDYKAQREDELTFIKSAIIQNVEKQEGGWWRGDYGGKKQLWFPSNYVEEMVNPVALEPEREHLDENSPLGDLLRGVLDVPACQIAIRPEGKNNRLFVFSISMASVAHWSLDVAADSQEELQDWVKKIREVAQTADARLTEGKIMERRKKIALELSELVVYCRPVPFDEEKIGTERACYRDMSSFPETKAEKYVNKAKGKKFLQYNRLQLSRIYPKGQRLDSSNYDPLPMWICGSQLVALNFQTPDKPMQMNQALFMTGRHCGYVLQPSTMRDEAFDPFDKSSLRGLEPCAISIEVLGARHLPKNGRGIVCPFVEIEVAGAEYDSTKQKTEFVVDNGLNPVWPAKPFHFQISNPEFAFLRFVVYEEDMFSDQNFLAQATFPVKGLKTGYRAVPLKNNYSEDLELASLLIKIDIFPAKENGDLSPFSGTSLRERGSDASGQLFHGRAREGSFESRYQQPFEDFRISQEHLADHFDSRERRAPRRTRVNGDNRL
DDE Tn6 FP inh = inhibitors of Tn6 peptide binding to human fibrin DD(E); inhibition, % at 8.3 µM; Fibrin DD(E) TRITC-Tn6 fluorescence polarization displacement; P02675; 0.21% of 370,000 active;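 active = inhibition above a per-campaign cutoff: mean of compounds within control limits plus 3 SD, cut at about 15% in these data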;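 note: 0% = median of all compound wells on the plate and 100% = blocking peptide control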
proKLK7 act = activators of human kallikrein-7 zymogen. AID 652039. purified proKLK7, EDANS-DABCYL substrate fluorescence; 100% is mature enzyme control, 0% vehicle. activation, % at 7 µM. 0.9% of 370,000 active;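 active = activation above the mean of all tested compounds plus 3 SD, computed per campaign excluding outliers beyond control limits, cut at about 13% in these data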
ASAP1 inh = inhibitors of human ASAP1 ArfGAP activity; Q9ULH1; ASAP1-stimulated ARF1 GTP hydrolysis, GDP FP detection; AID 624377; inhibition, % at 16.5 µM; 0.19% of 360,000 active; in the data active = inhibition above about 25%;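 note: 0% = vehicle with enzyme and substrate and 100% = no enzyme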
PLC-beta3 inh = inhibitors of human phospholipase C beta3; Q01970; Purified PLC-beta3, fluorogenic substrate, fluorescence; inhibition, % at 12.2 µM; 0.18% of 370,000 active; AID 720704; in the data active = inhibition above about 11%;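 note: 0% = median of compound wells on plate and 100% = full blocker control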
UHRF1 MBD2 ctr = blocks human UHRF1 binding to methylated DNA; Q96T88; UHRF1 binding to methylated oligo, TR-FRET; inhibition, % at 4.4 µM; 0.75% of 370,000 active; AID 687016; in the data active = inhibition above about 21%;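 note: UHRF1 SRA domain binding a hemimethylated CpG hairpin DNA probe; 0% = median of test compound wells and 100% = reference inhibitor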
HGIII-sPLA2 inh = Inhibits HGIII-sPLA2 liposome hydrolysis, primary screen; Q9NZ20; QFRET BODIPY PC-A2 liposome hydrolysis, fluorescence; inhibition, % at 12.2 µM; 0.56% of 370,000 active; AID 743126;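 active = inhibition above mean plus 3 SD of compounds lying within the high and low control bounds, cut at about 19% in these data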;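 note: 0% = median of test compound wells and 100% = no enzyme DMSO wells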
Tn7 DDE FP = DD(E)-Tn7 binding inhibition, primary FP screen; P02675; FP displacement of FITC-Tn7 peptide from fibrin DD(E); 0% = median of compound wells per plate; inhibition, % at 8.3 µM; 0.13% of 370,000 active;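 active = inhibition above the mean of compounds falling within the control limits plus 3 SD of them, cut at about 14% in these data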;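 note: 0% = plate median of compound wells and 100% = 10 µM Aha-Tn7 peptide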
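Test system: human clot-derived fibrin DD(E) complex / Quantity: 2 µM final DD(E) protein / Incubation: 10 min plus 3 h, room temperature / Measured by: fluorescence polarization / Benchmarks: high control of 10 µM Aha-Tn7 peptide / Replicates: singlicate testing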
* marks the source's active call; other numbers are inactive results. The order is random. About 4.5% of those tested had a hit in this group.

Value order – ARFGAP1 inh | NR1D1 modulator | PLCg1 inh | DDE Tn6 FP inh | proKLK7 act | ASAP1 inh | PLC-beta3 inh | UHRF1 MBD2 ctr | HGIII-sPLA2 inh | Tn7 DDE FP
> Oc1ccccc1CNc1ccc2c(c1)OCCO2
  1 | 3 | -7 | -4 | -0.3 | 4 | 0 | -3 | 4 | 2
> CC1=CC2=NC(=O)/C(=C\c3cc(C)n(-c4cccc(Cl)c4)c3C)C(=N)N2O1
  1 | 1 | 2 | 5 | 0.3 | 14 | -4 | 4 | 7 | -12
> CCN(C(=O)CCS(=O)(=O)c1cccc2nonc12)c1ccc(C)c(C)c1
  13 | -1 | -1 | -8 | 0.0 | 3 | -5 | -1 | -7 | 0
> CC1=NNC(=O)C(CC(=O)Nc2ccc(Cl)c(Cl)c2)C1 (centres undefined)
  5 | 1 | 7 | -3 | -0.6 | 11 | -5 | 2 | 18 | 6
> O=C(O)c1ccc(Oc2cccc([N+](=O)[O-])c2)cc1C(=O)O
  -3 | -3 | 4 | 2 | 0.2 | -19 | 3 | 0 | 8 | -8
> COc1ccccc1C1CC(=O)NC(C)=C1C(=O)OCC1CCCO1 (centres undefined)
  -2 | 3 | -5 | -4 | -0.1 | -9 | -3 | -1 | 4 | -5
> COc1ccc2nc(Nc3nc(CSc4nnnn4-c4ccccc4)cc(=O)[nH]3)nc(C)c2c1
  3 | -11 | -4 | 2 | -0.2 | 6 | 2 | -1 | 0 | 0
> CC1CCCCC1NC(=O)CSc1nnc(CC(=O)Nc2ccccc2F)n1C (centres undefined)
  -3 | 2 | -2 | 7 | 0.3 | -2 | -10 | -2 | 6 | -1
> CC(Sc1nnc(-c2ccccc2F)n1C)C(=O)Nc1ccc(N2CCOCC2)cc1 (centres undefined)
  6 | -2 | -1 | 4 | 0.6 | -3 | 0 | 2 | 9 | 7
> CCOC(=O)C1(Cc2cccc(Cl)c2)CCCN(C(=O)c2ccc(COC)s2)C1 (centres undefined)
  10 | 1 | 0 | -12 | 0.2 | 13 | -6 | 4 | 4 | 3
> CCOC(=O)c1ccc(NC(=O)CSc2nnc(CCc3ccc(C)o3)n2-c2ccccc2)cc1
  3 | -1 | -1 | -2 | -0.1 | -14 | -1 | 1 | -34 | 4
> CCOC(=O)c1ccc(NS(=O)C23CC4CC(CC(C4)C2)C3)cc1 (centres undefined)
  9 | 0 | 4 | 7 | 0.4 | 9 | -2 | 0 | 0 | -10
> O=C(/C=C/c1cccc(Cl)c1)Nn1c(-c2cccs2)nc2ccccc2c1=O
  -7 | -5 | 1 | -3 | -0.1 | 7 | -2 | -3 | -7 | 2
> O=C(O)c1ccccc1SCC(=O)N1CCCCC1
  -4 | -5 | -1 | 1 | 0.5 | -9 | 0 | 0 | 0 | 8
> CC(O)(c1cccc(F)c1)c1nc(-c2cnc3ccccc3c2)cs1 (centres undefined)
  -13 | 2 | -11 | -5 | 0.0 | 24 | -23 | 5 | -35 | -2
> Cc1ccc(N(CC(=O)Nc2ccc3c(c2)OCCO3)S(=O)(=O)c2c(C)n[nH]c2C)cc1
  8 | -3 | 8 | -4 | 0.3 | 10 | 1 | 5 | -31 | 2
> CN(CCC(=O)Nc1ccc2c(c1)OCO2)Cc1ccccc1
  -9 | -5 | 0 | 7 | 0.1 | -4 | -2 | 1 | 5 | 5
> CCOc1ccc(N2C(=O)CC(NC3CCN(C(=O)c4cccs4)CC3)C2=O)cc1 (centres undefined)
  5 | 4 | 3 | -6 | 0.0 | 1 | -12 | 3 | -3 | 2
> COC(=O)C(Cc1cnc(Cl)s1)(C(=O)OC)c1ccc([N+](=O)[O-])cc1[N+](=O)[O-]
  8 | 8 | 0 | 2 | 0.6 | 7 | -4 | 1 | 3 | 2
> COc1ccccc1/C=C/c1nc(S(=O)(=O)c2ccccc2)c(NCCN(C)C)o1
  9 | -7 | -32 | 2 | -2.3 | 8 | -52 | -1 | 1 | -2

Rewritten bar-delimited: 5 of the compounds above
smiles | ARFGAP1 inh | NR1D1 modulator | PLCg1 inh | DDE Tn6 FP inh | proKLK7 act | ASAP1 inh | PLC-beta3 inh | UHRF1 MBD2 ctr | HGIII-sPLA2 inh | Tn7 DDE FP
O=C(O)c1ccccc1SCC(=O)N1CCCCC1 | -4 | -5 | -1 | 1 | 0.5 | -9 | 0 | 0 | 0 | 8
CC1CCCCC1NC(=O)CSc1nnc(CC(=O)Nc2ccccc2F)n1C (centres undefined) | -3 | 2 | -2 | 7 | 0.3 | -2 | -10 | -2 | 6 | -1
CC(Sc1nnc(-c2ccccc2F)n1C)C(=O)Nc1ccc(N2CCOCC2)cc1 (centres undefined) | 6 | -2 | -1 | 4 | 0.6 | -3 | 0 | 2 | 9 | 7
CC(O)(c1cccc(F)c1)c1nc(-c2cnc3ccccc3c2)cs1 (centres undefined) | -13 | 2 | -11 | -5 | 0.0 | 24 | -23 | 5 | -35 | -2
COC(=O)C(Cc1cnc(Cl)s1)(C(=O)OC)c1ccc([N+](=O)[O-])cc1[N+](=O)[O-] | 8 | 8 | 0 | 2 | 0.6 | 7 | -4 | 1 | 3 | 2

Another view of part of the listing above:
smiles | ARFGAP1 inh | NR1D1 modulator | PLCg1 inh | DDE Tn6 FP inh | proKLK7 act | ASAP1 inh | PLC-beta3 inh | UHRF1 MBD2 ctr | HGIII-sPLA2 inh | Tn7 DDE FP
CN(CCC(=O)Nc1ccc2c(c1)OCO2)Cc1ccccc1 | -9 | -5 | 0 | 7 | 0.1 | -4 | -2 | 1 | 5 | 5
COc1ccccc1/C=C/c1nc(S(=O)(=O)c2ccccc2)c(NCCN(C)C)o1 | 9 | -7 | -32 | 2 | -2.3 | 8 | -52 | -1 | 1 | -2

Other records:
Value order – ARFGAP1 inh | NR1D1 modulator | PLCg1 inh | DDE Tn6 FP inh | proKLK7 act | ASAP1 inh | PLC-beta3 inh | UHRF1 MBD2 ctr | HGIII-sPLA2 inh | Tn7 DDE FP
> C[C@@]12C(=O)N(Cc3ccccc3)CC(=O)N1[C@H](/C=C/c1ccccc1)[C@@H]1C(=O)N(c3ccccc3)C(=O)[C@@H]12
  7 | 2 | -3 | 7 | -0.1 | 0 | 0 | -1 | -16 | -1
> COC(=O)c1ccc2c(c1)sc(=NC(=O)CCS(=O)(=O)c1ccccc1)n2C
  1 | 1 | -9 | 12 | 0.3 | 3 | -14 | -3 | 1 | -3
> COc1cc(-c2c(C#N)c(N)nc3c2CCCC3)ccc1O
  18 | -3 | -24 | 5 | 1.1 | 8 | -23 | -3 | -13 | 4
> Cc1ccccc1SCC(=O)OCC(=O)Nc1sccc1C(N)=O
  -1 | 3 | -4 | 4 | 0.1 | 1 | 0 | -5 | -7 | 1
> COc1ccccc1CNC(=O)C(NS(=O)(=O)c1cccc2nsnc12)C(C)C (centres undefined)
  2 | 3 | 1 | 6 | -0.5 | 1 | -8 | 6 | -2 | -6
> CCN(CC)C(=O)c1ccc2c(c1)N(Cc1ccccc1)C(=O)CS2=O (centres undefined)
  3 | 10 | 2 | 1 | 0.8 | 4 | -4 | 0 | -7 | -5
> CCOc1ccc2c(=O)c(-c3ccc4c(c3)OCCCO4)c(C)oc2c1
  7 | -1 | 6 | -6 | -0.1 | -3 | 6 | 7 | -2 | -10
> CC(c1nccs1)N(C)C(=O)CCc1nnc(-c2ccc(-c3ccccc3)cc2)o1 (centres undefined)
  -1 | -8 | -1 | 7 | -0.3 | -10 | -13 | -2 | -6 | -3
> Nc1nonc1/C(=N/O)N1CCN(CCO)CC1
  2 | 3 | 0 | -2 | -0.1 | 12 | -2 | -2 | 6 | 1
> O=C(CCn1cnnn1)Nc1cccc(F)c1
  7 | -5 | -1 | 1 | -0.3 | -10 | 2 | 5 | 4 | 0
> CCC(C)(C#CCN1CCCCC1)OC(C)=O (centres undefined)
  4 | -2 | -1 | -4 | 0.2 | -4 | 1 | 1 | 4 | 3
> Cc1ccc(C)c(N2C(=O)c3ccc(C(=O)Nc4ccccn4)cc3C2=O)c1
  2 | 0 | 3 | -13 | -0.8 | 10 | -4 | 7 | 16 | -1
> Cc1ccc(C(=O)Cn2cncn2)cc1
  -1 | 7 | 2 | 0 | -0.3 | -4 | -8 | -1 | -12 | -5
> CCC(C(=O)NC(C)(C)C)n1c(-c2ccc3c(c2)OCO3)nc2ccccc21 (centres undefined)
  -4 | -3 | 0 | 2 | 0.4 | 4 | 0 | -1 | -3 | -6
> Cc1cc(N/N=C/c2ccc(N(C)C)cc2)nc(NCc2ccccc2)n1
  11 | -4 | -186 | 2 | -3.1 | 17 | -255 | 0 | 3 | 7
> COc1ccc(/C(C)=N/Nc2nncc3ccccc23)cc1
  21 | 6 | -3 | 0 | -0.3 | -14 | -9 | 6 | 11 | 3
> CCc1nc(N2CCCCC2)c2oc3ccccc3c2n1
  -6 | 3 | -9 | 1 | -1.5 | 2 | -14 | 2 | 5 | 2
> O=C(COC(=O)Cn1[nH]c(=O)c2ccccc2c1=O)Nc1ccc2c(c1)OCO2
  4 | 2 | 2 | -9 | 0.2 | -14 | 0 | 16 | 0 | -2
> COc1ccc(C(=O)Nc2ccc(S(=O)(=O)NC(C)=O)cc2)cc1
  -20 | -5 | -1 | -4 | 0.1 | -3 | -3 | 0 | -2 | 6
> O=C1CCc2cc(S(=O)(=O)N3CCC(C(=O)NCc4ccccn4)CC3)ccc2N1
  -13 | -2 | -8 | 5 | -0.1 | 4 | -14 | -2 | 2 | 8
> O=C(CN(Cc1ccccc1F)S(=O)(=O)c1ccc(Cl)cc1)NCCC1=CCCCC1
  8 | 2 | 5 | 7 | 0.1 | -2 | 1 | 3 | -5 | 1
> Cc1ccc(C(=O)NCCNC(=O)c2ccccn2)cc1
  -19 | -3 | -2 | 6 | -0.5 | -2 | -4 | -3 | 2 | -2
> Cc1ccc2c(c1)C(=O)N1[C@H]3c4cc(Br)ccc4OC[C@@H]3[C@H](c3ccccc3)[C@]1(C)C(=O)N2
  -4 | 0 | -2 | -7 | -1.0 | -2 | 4 | -1 | -1 | 2
> COc1ccc(NC(=O)C2C3C=CC4(O3)C2C(=O)N(CCN2CCCCC2C)C4C(=O)NC2CCCCC2)cc1 (centres undefined)
  12 | 3 | 7 | -6 | -0.3 | -18 | -2 | 4 | 4 | -3
> Cc1cc(NC(=O)c2ccc([N+](=O)[O-])cc2)n(C)n1
  -3 | 4 | -1 | 1 | 0.4 | -1 | -4 | 2 | 4 | 1
> CCCc1nc2ccccc2c(C(=O)OCc2nnc(-c3cc(OC)c(OC)c(OC)c3)o2)c1CC
  7 | 2 | -10 | 0 | -1.0 | 2 | -13 | 3 | -5 | 1
> Cc1ccc(S(=O)(=O)CC(C)N2CCOCC2)c(S(=O)(=O)CC(C)N2CCOCC2)c1 (centres undefined)
  7 | -3 | 5 | 2 | 0.5 | -20 | 1 | 1 | 2 | -6
> C=CCNC(=O)Cn1nc(-c2ccccc2)ccc1=O
  5 | 1 | -2 | -8 | -0.3 | -13 | -5 | 18 | 13 | 1
> O=C(NC1=NC2CCCCC2N1)c1ccccc1 (centres undefined)
  8 | 1 | -1 | -1 | 0.8 | -12 | 4 | 1 | 4 | 4
